# Assay outcomes deposited in PubChem BioAssay by several laboratories.
# CHRM5 antagonist: blocks acetylcholine activation of human M5 receptor; P08912; CHO-hM5 cells, Fluo-8 calcium fluorescence, ACh EC80; inhibition, % at 3 µM; 360,000 tested, 0.59% active; AID 624040;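 active means inhibition above a per-plate cutoff, the mean of that plate's test compounds plus 3 SD, cut at about 27% in these data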;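 further: 0% = acetylcholine EC80 with DMSO and 100% = DMSO without agonist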
# Target sequence (P08912 whole entry, looked up): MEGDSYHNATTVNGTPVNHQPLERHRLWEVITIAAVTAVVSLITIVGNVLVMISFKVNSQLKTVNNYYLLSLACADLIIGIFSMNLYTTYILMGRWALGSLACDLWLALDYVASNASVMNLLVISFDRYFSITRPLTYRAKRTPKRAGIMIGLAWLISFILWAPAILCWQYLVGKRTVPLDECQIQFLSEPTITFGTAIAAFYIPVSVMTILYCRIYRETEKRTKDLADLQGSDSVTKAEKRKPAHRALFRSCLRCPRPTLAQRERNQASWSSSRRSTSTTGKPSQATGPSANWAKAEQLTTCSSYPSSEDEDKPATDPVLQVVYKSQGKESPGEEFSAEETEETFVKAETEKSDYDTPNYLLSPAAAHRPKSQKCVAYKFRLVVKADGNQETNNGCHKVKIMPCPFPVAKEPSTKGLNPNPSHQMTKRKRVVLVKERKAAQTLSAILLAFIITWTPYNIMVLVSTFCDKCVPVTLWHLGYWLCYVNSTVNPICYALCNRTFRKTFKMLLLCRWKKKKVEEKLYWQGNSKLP
# CRFBP-R2 agonist: CRF-BP/CRF-R2 complex agonism; HEK293 CRF-R2/CRF-BP, calcium dye fluorescence (FLIPR); percent of saturating CRF peptide response; 350,000 tested, 0.46% active; AID 588473; activation, % at 13.2 µM;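 active means activation of at least 50%, plus an integration ratio under a set limit after plate pattern correction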;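 further: plate controls were neutral control wells without compound for no effect and CRF at EC100 for full effect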
# M1 PAM: human CHRM1 positive allosteric modulation; CHO-K1 hM1, Fluo-8 calcium fluorescence, ACh EC20; 0% = ACh EC20, 100% = maximal ACh; activation, % at 3 µM; 360,000 tested, 0.088% active; P11229; in the data active means activation above about 19%, passing the limit was not always enough
# M4 PAM: positive allosteric modulators of human muscarinic M4 receptor; CHO-K1 hM4/Gqi5, Fluo-8 calcium fluorescence, ACh EC20; 0% = ACh EC20, 100% = maximal ACh; P08173; activation, % at 3 µM; 360,000 tested, 0.4% active;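 active means activation above its plate's cutoff, the mean activation of sample wells plus 3 SD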; further: some results filed as inactive read as strong as hits
# Target sequence (P08173 whole entry, looked up): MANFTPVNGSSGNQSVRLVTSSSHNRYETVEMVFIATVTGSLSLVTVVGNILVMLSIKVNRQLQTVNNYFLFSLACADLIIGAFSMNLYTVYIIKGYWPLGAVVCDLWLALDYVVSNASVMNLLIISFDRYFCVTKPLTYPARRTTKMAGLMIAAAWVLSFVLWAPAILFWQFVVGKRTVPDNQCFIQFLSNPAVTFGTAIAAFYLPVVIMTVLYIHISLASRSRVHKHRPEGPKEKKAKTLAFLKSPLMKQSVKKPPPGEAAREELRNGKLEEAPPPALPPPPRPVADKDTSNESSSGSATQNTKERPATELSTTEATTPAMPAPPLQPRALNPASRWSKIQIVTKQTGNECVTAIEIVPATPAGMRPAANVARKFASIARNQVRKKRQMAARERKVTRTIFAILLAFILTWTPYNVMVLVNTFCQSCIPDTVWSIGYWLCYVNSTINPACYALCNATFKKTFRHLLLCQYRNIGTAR
# CRFR2-BP antag: blocks CRF-induced signaling of the CRF-BP/CRF-R2 complex; HEK293 CRF-R2/CRF-BP, CRF-induced calcium fluorescence; inhibition, % at 11.8 µM; AID 588475; 350,000 tested, 0.59% active;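 active means inhibition of the ligand-induced calcium signal above about 50% at the single tested concentration, limit read from the data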
# M4 ag: CHRM4 agonism in calcium assay; 360,000 tested, 0.14% active; CHO-K1 hM4/Gqi5, Fluo-8 calcium fluorescence; vehicle 0%, full acetylcholine response 100%; activation, % at 3 µM; AID 624127;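 active means activation above the run mean over all test wells plus 3 SD, cut at about 32% in these data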;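 further: peak over basal fluorescence ratio per well then scaled between controls; 0% = DMSO wells and 100% = acetylcholine at EC100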
# CHRM5 PAM: potentiates acetylcholine response at human M5 receptor; P08912; CHO-K1 hM5, Fluo-8 calcium, ACh EC20 PAM; 0% = ACh EC20, 100% = ACh EC100; activation, % at 3 µM; 360,000 tested, 0.3% active; AID 624038;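 active means activation above the run cutoff, the mean activation of all test compounds plus 3 SD, cut at about 18% in these data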
#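 system = human M5 receptor in CHO-K1 cells | reagent = EC20 acetylcholine as agonist stimulus | compound dosing = single-point, 3 µM nominal | incubation = Fluo-8 loading 80 min at 37 °C plus 30 min room temperature | detection = Fluo-8 calcium dye fluorescence, kinetic read | benchmarks = low control EC20 acetylcholine (0%), high control EC100 acetylcholine (100%)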
# CHRM5 agonist: CHRM5 agonism in calcium assay. P08912. CHO-K1 hM5 cells, Fluo-8 calcium fluorescence; 0% DMSO wells, 100% maximal acetylcholine response. activation, % at 3 µM. 360,000 tested, 0.19% active;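 active means activation above the run's mean over test compounds plus 3 SD, cut at about 23% in these data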;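 further: signal is peak over basal fluorescence ratio across the kinetic read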
# M4 antag: CHRM4 antagonism in calcium assay; CHO-hM4 cells, ACh EC80, Fluo-8 calcium fluorescence; inhibition, % at 3 µM; 360,000 tested, 0.73% active;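 active means inhibition above its plate's cutoff, the mean inhibition of sample wells plus 3 SD, cut at about 27% in these data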;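 further: 0% = acetylcholine EC80 with DMSO and 100% = DMSO without agonist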
# The depositor's hits bear a star; x = not tested or not shown.
SMILES,CHRM5 antagonist,CRFBP-R2 agonist,M1 PAM,M4 PAM,CRFR2-BP antag,M4 ag,CHRM5 PAM,CHRM5 agonist,M4 antag
Cc1nn(CC(=O)c2ccc(Br)s2)c(C)c1[N+](=O)[O-],2,-5.5,0,-4,-2,0,1,-4,7
O=C(c1cc(=O)[nH]c2ccccc12)N1CCc2ccccc2C1,14,-0.5,3,2,1,2,-1,0,-7
C[C@@H]1CN([C@@H](C)CO)C(=O)CCCn2nncc2CO[C@@H]1CN(C)S(=O)(=O)c1ccccc1F,-1,1.7,6,-3,5,0,-14,-2,-6
CC(=O)Nc1ccc(NC(=O)CN(C)CC(=O)Nc2ccccc2Br)cc1,18,2.3,-14,-16,-4,18,-13,3,11
Cc1cc[n+](Cc2ccccc2)c(N)c1,2,1.6,2,1,4,0,7,-11,-26
CC1(C(=O)NS(=O)(=O)c2cccc(Cl)c2)CCN1C(=O)CC1CCCC1 (stereo not drawn),-1,x,4,6,x,1,2,0,3
Cc1nn(-c2ncc(C(F)(F)F)cc2Cl)c(=O)n1-c1ccccc1Cl,0,-1.2,1,4,4,0,8,-4,-7
O=C(CN1CCC(C(=O)c2cccc(Cl)c2)CC1)Nc1ccc(C(=O)O)cc1,1,-0.3,11,9,-5,1,15,6,-8
COc1ccc(OC)c(/C=N/n2c(COc3ccccc3)n[nH]c2=S)c1,5,-3.9,13,-5,5,-1,3,-4,2
COc1ccc(OCC(=O)N2CCc3c([nH]c4ccccc34)C2c2ccccn2)cc1 (stereo not drawn),4,1.0,12,1,3,2,-7,-2,-1
CC(C)CC1CC(=O)OC1(C)C(=O)CSc1nc2ccccc2s1 (stereo not drawn),7,-1.8,3,-2,29,2,-3,-2,-5
COc1c(S(=O)(=O)NCCN2CCOCC2)ccc(Cl)c1Cl,-5,0.2,-4,2,-2,2,2,2,-4
CC1CC2(CC(CN(C3CCCCC3)C3CCCCC3)OC2=O)C(=O)O1 (stereo not drawn),-9,x,5,4,x,0,5,-5,-7
COC(=O)C(Cc1ccccc1)NC(=O)c1ccc(C)cc1 (stereo not drawn),10,-0.7,7,0,-5,0,-4,-3,7
COc1ccccc1N1CCN(S(=O)(=O)c2ccc(-n3cnnn3)cc2)CC1,15,-1.1,-1,0,8,1,-10,-3,9
Cc1ccc(-n2nnnc2/C=C\Nc2cc(C)on2)cc1,6,-1.6,1,8,14,0,-6,-6,2
COc1ccc(CC(=O)NNC(=O)c2ccccn2)cc1,5,0.9,12,-4,7,0,1,1,9
Cc1ccc(NC(=O)c2ccccc2N(C)S(C)(=O)=O)cc1C,-6,0.9,2,-10,6,1,4,2,10
CN(C)S(=O)(=O)c1cccc(NC(=O)COC(=O)/C=C/c2ccc([N+](=O)[O-])cc2)c1,17,-1.1,0,-4,18,11,-17,2,8
N#Cc1cccc(-c2nnc(SCc3ccccc3C#N)o2)c1,-1,-2.0,4,0,-14,3,-2,-2,-4

# Part of the list above in order of molar mass, highest first.
SMILES,CHRM5 antagonist,CRFBP-R2 agonist,M1 PAM,M4 PAM,CRFR2-BP antag,M4 ag,CHRM5 PAM,CHRM5 agonist,M4 antag
CC(=O)Nc1ccc(NC(=O)CN(C)CC(=O)Nc2ccccc2Br)cc1,18,2.3,-14,-16,-4,18,-13,3,11
CC1(C(=O)NS(=O)(=O)c2cccc(Cl)c2)CCN1C(=O)CC1CCCC1 (stereo not drawn),-1,x,4,6,x,1,2,0,3
Cc1nn(CC(=O)c2ccc(Br)s2)c(C)c1[N+](=O)[O-],2,-5.5,0,-4,-2,0,1,-4,7

# Other results follow:
SMILES,CHRM5 antagonist,CRFBP-R2 agonist,M1 PAM,M4 PAM,CRFR2-BP antag,M4 ag,CHRM5 PAM,CHRM5 agonist,M4 antag
Cc1cc(-c2ccc3ccccc3c2)n2ncnc2n1,8,6.1,9,9,16,0,6,-3,-19
COc1ccc(C)cc1NC(=O)C1CCC(CNc2c(N3CCOCC3)c(=O)c2=O)CC1 (stereo not drawn),-3,-0.5,14,5,3,-1,-5,0,-9
CCOc1ccccc1-n1c(SCC(=O)NC(C)CC)nnc1-c1ccoc1C (stereo not drawn),-4,-0.4,3,0,13,1,4,-3,-2
CCOC(=O)c1c(C)[nH]c(C)c1S(=O)(=O)N1CCN(c2cccc(C)c2)C(C)C1 (stereo not drawn),2,-1.6,11,2,48,1,2,-4,5
CCOc1cc(/C=C2/SC(=S)N(CC(=O)O)C2=O)ccc1OC(=O)c1cccs1,12,3.5,9,7,16,-1,-3,0,4
Cc1cc2cc3c(cc2nc1SCC(=O)OC(C)C)OCO3,-6,3.4,2,24*,-9,1,3,-1,-8
CCOC(=O)c1cccc(NC(=O)CC2Oc3ccccc3NC2=O)c1 (stereo not drawn),2,3.5,3,-5,-13,5,-7,-2,-7
CC(Sc1ncc(C#N)c(N)n1)C(=O)Nc1ccccc1 (stereo not drawn),-4,-0.5,6,21,-1,2,0,-2,-10
COC(=O)CN1C(=S)N(C)C(=O)C1CC(=O)Nc1ccccc1 (stereo not drawn),-13,-1.5,6,3,-9,1,3,-1,8
CN(C)C1(CNC(=O)C2CCN(S(=O)(=O)c3c(Cl)cccc3Cl)CC2)CCCCC1,-1,0.0,-3,-1,-3,2,3,-6,-7
Cc1cccc(NC2=C/C(=N/S(=O)(=O)c3cccs3)c3ccccc3C2=O)c1,10,-2.0,4,9,17,2,-7,0,0
CCOC(=O)CNC(=O)N1CCCC(CCC(=O)NCc2ccc(F)c(F)c2)C1 (stereo not drawn),7,-0.2,1,-1,-2,1,3,0,5
CSc1ncc(C(C)=O)c(C)n1,8,-0.1,7,4,-6,2,0,2,-8
COc1ccc(N(CC(O)CN2CCOCC2)S(=O)(=O)c2ccc(C)cc2)cc1 (stereo not drawn),6,-0.3,-3,0,5,2,2,-2,2
COc1cccc(NC(=O)N(C)C[C@@H]2OCc3cn(nn3)CCCC(=O)N([C@H](C)CO)C[C@H]2C)c1,-2,-0.9,4,0,-7,0,0,0,0
CC(=O)Nc1ccc(S(=O)(=O)N2CCN(S(=O)(=O)c3ccc(NC(C)=O)cc3)CC2)cc1,2,-0.2,16,-1,4,0,2,0,9
Cc1cccc(NC(=O)CN2CCN(C(=O)CNC(=O)Cc3cccc4ccccc34)CC2)c1C,2,-0.1,2,2,5,13,-10,0,3
CC(C)c1ccc(Oc2cccc(C(=O)/C(C#N)=C/N(C)C)c2)cc1,-2,-1.6,6,7,1,0,-3,-5,-6
NC(=O)c1cc2ccccc2o/c1=N\NC(=O)c1ccc(F)cc1,16,-5.1,12,-8,-2,6,-4,1,-4
CCN(CC)C(=O)Cn1cnc2sc(C(=O)Nc3cc(OC)c(OC)c(OC)c3)c(C)c2c1=O,6,0.7,6,-9,8,0,-3,1,7
COCCNc1oc(-c2ccccc2Cl)nc1S(=O)(=O)c1ccc(C)cc1,17,-2.9,4,8,11,1,0,-3,-1
Cc1cc(C)cc(OCC(=O)Nc2cccc(C(=O)O)c2)c1,1,-2.8,3,2,19,0,4,-1,11
COc1ccc(CCNC(=O)CN2C(=O)NC(CCSC)C2=O)cc1 (stereo not drawn),-5,0.1,6,-5,-2,2,-8,-5,2
COc1ccc(C(=O)/C=C2\NCCc3cc(OC)c(OC)cc32)cc1OC,3,-2.9,14,4,9,5,-4,-5,-26
CCOc1ccc(NC(=S)NC(=O)/C=C/c2ccc(Br)cc2)c([N+](=O)[O-])c1,-7,0.4,-5,3,6,0,12,-2,-6
COc1cc(NC(=O)CSc2nnc3ccc(-c4cccnc4)nn23)cc(OC)c1,6,-0.5,8,5,4,1,-6,3,-8
O=C(O)c1ccc(C(=O)Nc2cccc3ccccc23)c(C(=O)O)c1,8,19,14,-7,11,2,-2,-5,0
CCOC(=O)N1CCN(C(=O)CSc2nc(=O)n3ccc(C)cc3n2)CC1,2,-0.3,8,10,17,1,2,-1,-18
Cc1c(Cl)cccc1S(=O)(=O)Nc1ccnn1C,-2,1.1,4,-7,-11,-1,0,5,-4
CCOC(=O)C1CCN(C(=O)/C=C/c2cccs2)CC1,-20,1.3,0,-5,-7,2,6,-3,3
CSc1ncccc1C(=O)OCC(=O)NCc1cccs1,-2,-5.5,-2,0,-9,-1,11,-4,3
CC1CCCN(C(=O)CSCC(=O)Nc2nc(-c3cccs3)cs2)C1 (stereo not drawn),13,-7.1,-19,-11,-1,17,-20,10,-2
Cc1ccc(NC(=O)c2ccc(-n3cccn3)c([N+](=O)[O-])c2)cc1,8,0.8,-10,-4,20,8,-3,5,1
COc1ccc(-c2cc(C(=O)NN3CCOCC3)c3ccccc3n2)cc1OC,19,0.4,0,-1,-4,5,-9,-2,4
COc1cccc(N2CCN(C(=O)c3ccc4nc[nH]c4c3)CC2)c1,6,0.1,1,1,0,2,1,-1,3
CCn1cc(C(=O)Nc2cccc(NC(C)=O)c2)c2cc(OC)c(OC)cc2c1=O,4,0.8,6,-1,-42,1,0,-1,-6
Cc1cc(NC(=O)Cc2cccs2)nn1CC(=O)NCc1ccco1,1,-0.8,5,5,-16,0,2,-4,-9
Cc1ccc(CS(=O)(=O)Cc2ccc(C(=O)NCCc3ccccc3)o2)cc1,14,0.0,8,-2,1,4,-6,-3,-5
Brc1cccc(-c2nc3ccc(Br)cn3c2Cc2ccsc2)c1,-4,x,2,4,x,-1,2,-1,-3
CC(O)Cn1c(N2CCCC2)nc2c1c(=O)[nH]c(=O)n2C (stereo not drawn),-3,1.8,3,0,-6,1,-2,2,14
Cc1ccc2nc(Nc3ccccc3O)nc(-c3ccccc3)c2c1,0,-2.2,1,2,-1,1,1,0,5
CCSc1nnc(CNC(=O)C23CC4CC(CC(C4)C2)C3)n1Cc1ccccc1,11,-0.6,9,-4,-7,1,-5,-1,15
N#C/C(=C\c1ccc(-c2ccc(C(=O)O)cc2)o1)c1nc2ccccc2[nH]1,-16,141*,3,4,-237,1,4,3,-2
CC(=O)NCc1cn2c(C)csc2n1,-2,1.5,5,2,15,0,-1,-3,-8
CC(=O)Nc1sc2c(c1C(c1cccc(F)c1)N1CCN(CCO)CC1)CCCC2 (stereo not drawn),14,-0.9,-15,-9,-21,3,-23,-4,-2
CCc1cc(C(=O)NNC(=S)Nc2ccccc2C)cs1,-5,-1.5,8,-3,-2,1,1,0,-7
C=C(C)CNC(=O)CCc1nnc(Cc2cccc(C(F)(F)F)c2)o1,3,-1.0,6,-1,-4,1,0,-2,4
Cc1ccc(NC(=O)Nc2ccc3c(c2)CCC3)c(C)c1,12,0.9,2,-6,6,0,-3,-3,14
O=C(CCCNS(=O)(=O)c1cccs1)N1CCc2ccccc2C1,-3,3.7,1,-5,-10,4,-1,0,0
Cc1c(NC(=O)C(C)OC(=O)C(NC(=O)c2ccco2)C(C)C)c(=O)n(-c2ccccc2)n1C (stereo not drawn),4,0.9,6,9,14,1,-10,3,-6
CCOC(=O)CSc1nc(C2CC2)nc2ccccc12,5,-0.5,-2,2,0,2,1,-2,-8
CCCc1cc(=O)n2[nH]c(NCc3cccs3)nc2n1,6,0.6,1,-2,7,0,0,-1,-3
